RTF Ca sens act – cardiac RTF calcium sensitization; P19429+P45379; IANBD-labeled TnC RTF fluorescence at EC20 calcium; 0% EC20 calcium, 100% full calcium; activation, % at 7.2 µM; actives 0.24% (n = 340,000); AID 493008;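 active = activation above the mean over all tested compounds plus 3 SD, cut at about 30% in these data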;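 note: rise in fluorescence read as greater calcium sensitivity of cardiac thin filaments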
Rtt109 Vps75 – blocks Candida albicans Rtt109/Vps75 acetyltransferase activity; Q5AAJ8; purified Rtt109/Vps75, ThioGlo CoA-SH fluorescence, 4 h; inhibition, % at 34.9 µM; actives 0.16% (n = 330,000);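 active = inhibition of at least 50% in every replicate; inconclusive = best replicate reaches 50% inhibition but some replicates fall short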
Target sequence (Q5AAJ8 whole entry, looked up): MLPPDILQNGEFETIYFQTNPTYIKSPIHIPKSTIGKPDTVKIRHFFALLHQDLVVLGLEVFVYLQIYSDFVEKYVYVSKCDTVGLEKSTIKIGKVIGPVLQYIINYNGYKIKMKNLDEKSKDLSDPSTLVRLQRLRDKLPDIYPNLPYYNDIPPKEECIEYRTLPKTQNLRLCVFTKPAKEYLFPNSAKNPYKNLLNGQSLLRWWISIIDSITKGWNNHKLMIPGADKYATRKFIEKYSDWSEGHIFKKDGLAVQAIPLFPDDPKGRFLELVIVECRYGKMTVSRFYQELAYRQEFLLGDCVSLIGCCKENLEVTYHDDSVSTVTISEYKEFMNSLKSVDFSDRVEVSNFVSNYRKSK
HTR5A ag ctr – counter-screen for OPRM1-OPRD1 agonists: human HTR5A agonism; activation, % at 9.3 µM; HTR5A agonist assay, luminescence, cell-based; actives 0.61% (n = 340,000); AID 504692; in the data active = activation mostly above about 9.5%, no sharp cut-off; inactive = mostly below about 7.6%;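 note: 0% = cells with vehicle only and 100% = reference agonist; strong numbers were not always called active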
Target sequence (P47898 whole entry, looked up): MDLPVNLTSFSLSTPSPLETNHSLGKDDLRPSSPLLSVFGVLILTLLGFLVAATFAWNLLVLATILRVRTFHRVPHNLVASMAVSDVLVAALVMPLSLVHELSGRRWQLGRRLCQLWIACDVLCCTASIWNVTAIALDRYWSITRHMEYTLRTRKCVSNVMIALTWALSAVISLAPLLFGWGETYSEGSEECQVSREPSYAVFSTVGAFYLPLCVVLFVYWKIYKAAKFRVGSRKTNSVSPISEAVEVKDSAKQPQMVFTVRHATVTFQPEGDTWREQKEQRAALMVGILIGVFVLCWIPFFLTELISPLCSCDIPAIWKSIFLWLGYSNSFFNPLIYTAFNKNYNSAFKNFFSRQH
SR-BI uptake up – enhances SR-BI lipid uptake from DiI-HDL | CHO ldlA[mSR-BI] cells, DiI-HDL uptake fluorescence, 3 h; 100 = double the neutral-control signal | activation, % at 12.5 µM | actives 0.096% (n = 320,000);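 active = mean replicate activation of at least 60% and every replicate at or above 60%; inconclusive = mean or all-replicate condition met, but not both; inactive = mean below 60% and not all replicates reaching 60%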;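 note: 0% = median plate neutral-control signal and 100% = twice that signal; values of inactives mirror those of a sister screen read the other way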
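material = CHO ldlA[mSR-BI] cells | medium = Ham's F12 with 0.5% BSA, HEPES 25 mM, pH 7.4 | reagent = fluorescent DiI-HDL, 10 µg/mL final | compound dosing = single-point compound dose | incubation = 3 h, 37 °C | measured by = bottom-read fluorescence, 550/595 nm | measure = HDL uptake via cellular fluorescence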
MITF act – activators of MITF-driven TRPM1 promoter activity in SK-MEL-5 cells; activation, % at 12.5 µM; SK-MEL-5 TRPM1-promoter luciferase, 24 h; % of positive control, neutral wells = 0; AID 588334; actives 0.75% (n = 300,000);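 active = mean activation of at least 80% with every replicate also reaching 80%; inconclusive = mean reaches 80% but some replicate falls short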;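 note: 0% = neutral control wells and 100% = parthenolide positive control wells; values of inactives mirror those of a sister screen read the other way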
Wnt act – Wnt/beta-catenin pathway activation | Wnt/beta-catenin reporter cell assay, activator, plate reader | activation, % at 9.35 µM | actives 1.2% (n = 300,000); in the data active = activation above about 30%, passing the limit was not always enough; inconclusive = no clear call, values can overlap the other calls;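 note: 0% = neutral control wells and 100% = positive control wells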
CDK5 p35 inh – blocks human CDK5/p35 kinase activity; AID 488839; Recombinant CDK5/p35, ADP-Glo luminescence, 60 min; actives 0.01% (n = 330,000); inhibition, % at 10 µM; Q00535+Q15078;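 active = highest replicate inhibition of at least 50% and at least 75% of replicates reaching 50%; inconclusive = only one of the two criteria met; inactive = both criteria failed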;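 note: plate controls were DMSO neutral control for no effect and GW8510 at 10 µM for full effect; many of its hits are not listed in these tables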
SR-BI DiI inh – blocks mouse SR-BI lipid uptake from DiI-HDL. actives 0.96% (n = 320,000). inhibition, % at 12.5 µM. Q61009. AID 488896. ldlA[mSR-BI] CHO cells, DiI-HDL uptake fluorescence, 3 h;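 active = mean replicate inhibition of at least 70% and a set share of replicates each scoring 70 or more; inconclusive = meets just one of the two criteria; inactive = fails both criteria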;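 note: 0% = median of neutral control wells and 100% = median of positive control wells; values of inactives mirror those of a sister screen read the other way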
dFosB act – activators of mouse delta FosB homodimer; AID 493131; actives 0.99% (n = 340,000); purified delta FosB, TAMRA-CDK5 oligo fluorescence polarization; percent of positive-control signal above neutral wells; activation, % at 25 µM;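 active = mean activation above about 17%, with every replicate also reaching it, limit read from the data, passing the limit was not always enough; inconclusive = only one of the two conditions met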;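 note: fluorescence polarization rise as delta FosB binds a TAMRA Cdk5 AP-1 oligo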
Target sequence (P13346 whole entry, looked up): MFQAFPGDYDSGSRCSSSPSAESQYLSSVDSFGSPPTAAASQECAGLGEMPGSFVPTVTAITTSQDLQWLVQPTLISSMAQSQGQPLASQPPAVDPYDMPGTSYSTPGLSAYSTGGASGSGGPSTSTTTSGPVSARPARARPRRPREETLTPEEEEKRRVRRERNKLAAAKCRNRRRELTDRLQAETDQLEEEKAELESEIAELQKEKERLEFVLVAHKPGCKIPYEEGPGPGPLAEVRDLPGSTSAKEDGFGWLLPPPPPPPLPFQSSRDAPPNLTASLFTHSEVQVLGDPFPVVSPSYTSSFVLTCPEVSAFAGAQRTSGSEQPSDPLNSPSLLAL
PvdQ acylase – P. aeruginosa PvdQ acylase inhibition; purified PvdQ acylase, fluorescence plate reader; inhibition, % at 10 µM; actives 0.063% (n = 340,000); AID 488965; in the data active = inhibition above about 30%, passing the limit was not always enough; inconclusive = no clear call, values can overlap the other calls;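 note: 0% = vehicle neutral wells and 100% = reference inhibitor wells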
An asterisk follows results filed as active; ? = inconclusive; / = no result given; & = joins results of further samples. Rows are unselected; any-hit rate near 4.4%.

Compound	MITF act	HTR5A ag ctr	SR-BI uptake up	RTF Ca sens act	dFosB act	SR-BI DiI inh	Wnt act	PvdQ acylase	Rtt109 Vps75	CDK5 p35 inh
CC1=CC(C)(C)N2C(=O)C3(SCC(=O)N3c3ccc(F)cc3)c3cc(C)cc1c32 (stereo not given)	10	-3	-27	-3	-6	27	/	-13	-11	-3.7
Cc1cccc(N2CC(C(=O)Nc3ccc4c(c3)OCCO4)CC2=O)c1C (stereo not given)	-7	-1	/	-8	2	/	-2	5	4	1.5
CC(/C=N\NC(=O)Cn1c(C)nc2ccccc21)=C\c1ccccc1	-5	/	5	-3	4	-5	-10	11	2	1.1
O=C(COC(=O)c1ccco1)Nc1ccc(N2CCOCC2)cc1	6	2	13	-2	-7	-13	3	1	11	1.6
COC(=O)/C=C1/C(=O)N/C(=N\c2nc(C)cc(C)n2)N1c1ccc(OC)cc1	-13	-1	8	-4	5	-8	-11	-15	-8	3.0
COCCn1c(COc2ccc(OC)cc2)nc2ccccc21	20	0	-2	1	-3	2	/	6	6	-0.5
O=C(Nc1ccc(N2CCN(C(=O)c3ccco3)CC2)c(Cl)c1)c1cccnc1	-15	11	-31	4	3	31	3	-8	-9	0.4
Brc1ccccc1-n1nnc(-c2cccnc2)n1	?	-3	-5	5	-5	5	24	-7	12	-0.9
COCCn1cc(C(=O)N2CCCC(C)C2)c2c3ccccc3n(C)c2c1=O (stereo not given)	-3	2	-1	2	-7	1	/	-11	4	-0.5
O=C(O)CCCNC(=O)Nc1ccccc1	-12	4	12	-1	1	-12	3	-5	-8	0.1
O=C(Nc1cccc(O)c1)c1ccc2c(c1)C(=O)N(Cc1ccco1)C2=O	-5	11	-10	-2	-18	10	-1	-2	4	-1.9
COCC(=O)OCC(=O)Nc1cc([N+](=O)[O-])ccc1Cl	-5	6	20	3	-9	-20	1	-3	1	-3.4
C=CCC(Nc1ccccc1)C12C=CC(O1)C(C(=O)OC)=C2C(=O)OC (stereo not given)	-79	-5	7	0	-2	-7	/	-10	3	0.5
Cc1cc(C(=O)Nc2cc(C(C)(C)C)on2)c(C)o1	89*	-12	-6	3	-5	6	42*	-12	-5	2.7
COc1ccc2oc(C)c(C(=O)NN)c2c1	-2	12	18	-7	-4	-18	1	-11	-5	-0.7
COc1ccc(CCNC(=O)C(=O)NCC2OCCN2S(=O)(=O)c2ccc3c(c2)OCCO3)cc1OC (stereo not given)	-20	1	-8	3	-6	8	-3	-16	0	0.0
C(=N\Nc1nc2ccccc2[nH]1)/c1cccc2nccnc12	/	/	-9	/	-10	9	3	-11	-1	0.7
Cc1cc(C)n2cc(COc3ccc4ccccc4c3)nc2n1	8	4	-7	5	-2	7	14	-19	-10	1.9
COc1ccc(/C=C/C(=O)OC(C)C(=O)c2ccccc2)cc1OC (stereo not given)	11	6	-29	2	-5	29	3	-8	4	0.7
CC1(C)Cc2c(sc3nc(-c4cc5ccccc5o4)n(N)c(=O)c23)CO1	129*	6	-13	-3	-33	13	/	-11	-9	0.7
O=C(NCCCn1ccnc1)C(=O)NCC1OCCN1S(=O)(=O)c1cc(F)ccc1F (stereo not given)	4	2	15	7	-2	-15	3	6	30	-1.3
COc1ccc(/C=C/C(=O)c2c(O)cc(C)oc2=O)c(OC)c1	10	-4	45	11	6	-46	15	-4	-24	2.0
O=C(Nc1ccc(NC(=O)C2CCCCC2)nc1)c1cccc(F)c1	44	3	-26	-3	11	26	8	-7	-12	-3.5
COc1cc2c(c(OC)c1OC)-c1ccc(OC)c(=O)cc1C(NC(=O)c1ccccc1)CC2 (stereo not given)	/	-2	0	1	-6	0	-23	-12	-2	3.5
CCc1cccc(CC)c1NC(=S)NCc1nc2ccccc2[nH]1	-12	1	18	2	-7	-18	0	-13	10	0.2
CCCN(C(=O)CCOc1ccc(C(C)(C)C)cc1)c1c(N)n(Cc2ccccc2)c(=O)[nH]c1=O	-7	-1	-49	-12	-3	49	-11	2	2	1.2
CC(C)CCNC1=CC(=O)CC(c2ccccc2)C1 (stereo not given)	-13	4	11	2	-2	-11	0	-5	1	-1.8
COc1ccccc1-n1cccc1C=O	-1	-2	-7	0	-2	7	1	-10	-11	-0.8
COc1ccc(-c2nc3ncccc3o2)cc1NC(=O)c1ccco1	8	1	3	-4	-63	-3	4	-12	-3	2.0
CC(C)c1nnc(NC(=O)C2CCCN2C(=O)Nc2ccccc2)s1 (stereo not given)	10	3	13	-3	-3	-13	0	5	-7	1.1
O=C(Cc1ccc(-n2cccc2)cc1)NC1CCCCC1	-6	-8	23	-3	-1	-23	/	8	3	1.5
CN(C)CCNC(=O)c1ccccc1	-17	-1	-8	5	-2	8	-1	-14	-15	2.3
N#CCSc1nc2scc(-c3cccs3)c2c(=O)n1CCc1ccccc1	9	1	-31	0	0	31	0	-4	-7	-0.5
CC1C(=NO)C(C)C(c2ccc(N(C)C)cc2)NC1c1ccc(N(C)C)cc1 (stereo not given)	-2	-3	-4	3	-5	4	0	-4	0	-0.4
Cc1ccc2oc(=O)c3cc(C(=O)NCCCN4C(C)CCCC4C)sc3c2c1 (stereo not given)	33	-6	-59	-2	-54	59	-1	-14	0	-5.7
COc1ccc2[nH]c(=O)c(-c3noc(-c4ccccc4)n3)cc2c1	65	-2	-10	-9	-2	10	/	5	-26	-1.1
CCOC(=O)N1CCN(C(=O)c2ccc3c(SCC(=O)O)c4c(nc3c2)CCC4)CC1	5	8	11	-4	2	-11	2	-11	3	1.0
O=C1CSC(c2ccccc2)N1c1ccc([N+](=O)[O-])cc1 (stereo not given)	-14	3	-4	-3	-5	4	0	-8	0	-0.6
O=C(O)C1C2C=CC(C2)C1C(=O)N1CCOCC1 (stereo not given)	-3	2	40	-4	-3	-40	1	-8	-4	0.3
COc1ccc(/C=C(\C#N)C(=O)NCc2cccnc2)cc1OC	-9	0	-2	3	-2	2	-2	0	12	0.1

Rewritten with values under each structure: 11 of the compounds above
Each structure is followed by: MITF act	HTR5A ag ctr	SR-BI uptake up	RTF Ca sens act	dFosB act	SR-BI DiI inh	Wnt act	PvdQ acylase	Rtt109 Vps75	CDK5 p35 inh
> CC(C)c1nnc(NC(=O)C2CCCN2C(=O)Nc2ccccc2)s1 (stereo not given)
  10	3	13	-3	-3	-13	0	5	-7	1.1
> O=C(Cc1ccc(-n2cccc2)cc1)NC1CCCCC1
  -6	-8	23	-3	-1	-23	/	8	3	1.5
> CN(C)CCNC(=O)c1ccccc1
  -17	-1	-8	5	-2	8	-1	-14	-15	2.3
> N#CCSc1nc2scc(-c3cccs3)c2c(=O)n1CCc1ccccc1
  9	1	-31	0	0	31	0	-4	-7	-0.5
> CC1C(=NO)C(C)C(c2ccc(N(C)C)cc2)NC1c1ccc(N(C)C)cc1 (stereo not given)
  -2	-3	-4	3	-5	4	0	-4	0	-0.4
> Cc1ccc2oc(=O)c3cc(C(=O)NCCCN4C(C)CCCC4C)sc3c2c1 (stereo not given)
  33	-6	-59	-2	-54	59	-1	-14	0	-5.7
> COc1ccc2[nH]c(=O)c(-c3noc(-c4ccccc4)n3)cc2c1
  65	-2	-10	-9	-2	10	/	5	-26	-1.1
> CCOC(=O)N1CCN(C(=O)c2ccc3c(SCC(=O)O)c4c(nc3c2)CCC4)CC1
  5	8	11	-4	2	-11	2	-11	3	1.0
> O=C1CSC(c2ccccc2)N1c1ccc([N+](=O)[O-])cc1 (stereo not given)
  -14	3	-4	-3	-5	4	0	-8	0	-0.6
> O=C(O)C1C2C=CC(C2)C1C(=O)N1CCOCC1 (stereo not given)
  -3	2	40	-4	-3	-40	1	-8	-4	0.3
> COc1ccc(/C=C(\C#N)C(=O)NCc2cccnc2)cc1OC
  -9	0	-2	3	-2	2	-2	0	12	0.1

Additional structures
Compound	MITF act	HTR5A ag ctr	SR-BI uptake up	RTF Ca sens act	dFosB act	SR-BI DiI inh	Wnt act	PvdQ acylase	Rtt109 Vps75	CDK5 p35 inh
CC1C=CCC2C(=O)N(c3ccccc3OC(=O)c3cccs3)C(=O)C12 (stereo not given)	14	-3	-7	-5	4	7	1	1	4	-0.2
O=C(CCn1c(=O)c2ccccc2n(CC(=O)NC2CCCC2)c1=O)NCc1ccco1	/	-2	5	0	2	-5	-2	-12	-7	0.7
Cc1[nH]c(N)nc(=S)c1CCCNc1ccccc1	15	-3	16	-2	4	-16	6	-2	3	1.1
Cc1cccc[n+]1CC(=O)Nc1ccc([N+](=O)[O-])cc1	/	2	8	3	0	-8	1	-13	-5	0.7
C/C(CC(=O)NCCCN1CCOCC1)=N\NC(=O)COc1ccc(Cl)cc1	6	-6	25	-2	0	-25	/	-9	-2	-1.1
NC(=O)c1ncn([C@@H]2O[C@H](CO)[C@@H](O)[C@H]2O)c1O	-11	-4	17&17	-7	-2	-17&-17	1	-6&2	-1&-15	0.8
Cc1ccc(-c2nc(C(F)(F)F)cc(=O)[nH]2)cc1	/	-4	13	10	-10	-13	3	-13	-12	0.7
Cc1cccc(N2C(=O)CSC23CCCCC3)c1	-6	0	1	-1	-7	-1	-1	5	/	-0.1
C#CCOCCOCCOCCNc1nc(N2CCN(C(=O)[C@H]([C@@H](C)CC)n3cc([C@@H](N)Cc4ccc(O)cc4)nn3)CC2)nc(N2CCN(C(=O)[C@H]([C@@H](C)CC)n3cc([C@@H](N)CC(C)C)nn3)CC2)n1	5	3	0	1	?	0	0	13	21	-1.2
CN(C(=O)CN1CCC(NC(=O)c2ccccc2Br)CC1)C1CCCCC1	2	-2	/	-2	-8	/	4	-7	-5	-1.6
CCC(c1nnnn1CCc1ccccc1)N1CCN(c2ccc(OC)cc2)CC1 (stereo not given)	3	-2	0	-1	-9	0	/	-8	2	-0.6
O=C(NCC(=O)N1CCOCC1)c1ccc(Cl)cc1	3	0	4	0	4	-4	1	-11	-4	2.6
CC(C)c1onc(C(=O)N2CCC(C(N)=O)CC2)c1[N+](=O)[O-]	0	-2	3	3	3	-3	1	1	-1	-0.2
O=C(COc1cccc2cccnc12)N/N=C/c1ccccc1O	18	7	/	-4	5	/	-1	-2	-5	-1.5
COc1cc(NC(=O)C2CC(=O)NC3=C2C(=O)CC(C)(C)C3)c(OC)cc1Cl (stereo not given)	/	2	1	-1	-3	-1	/	11	-3	-1.6
